Bioassay records: PubChem, The Scripps Research Institute Molecular Screening Center
FBW7 act = activators of human E3 ligase FBW7. normalized activity (activation), % at 26.1 µM. AlphaScreen FBW7–phospho-cyclin E peptide binding, activator screen. 650,000 tested, 0.13% active. Q969H0; in the data active = normalized activity above about 1.9%;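 note: purified mutant Fbw7 with reduced substrate affinity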
TEAD-YAP inh = TEAD-YAP interaction inhibition; HEK-TIYL cells, TEAD-Gal4/YAP UAS-luciferase luminescence; inhibition, % at 9.12 µM; 640,000 tested, 1.4% active; AID 1259422; in the data active = inhibition above about 32%;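 note: 0% = median of test compound wells and 100% = reference inhibitor wells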
MITF primary = blocks human microphthalmia-associated transcription factor; O75030; 650,000 tested, 0.91% active; AlphaScreen MITF homodimerization, bead proximity signal; inhibition, % at 2.6 µM; in the data active = inhibition above about 50%;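 note: 0% = vehicle wells with protein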
Target sequence (O75030 whole entry, looked up): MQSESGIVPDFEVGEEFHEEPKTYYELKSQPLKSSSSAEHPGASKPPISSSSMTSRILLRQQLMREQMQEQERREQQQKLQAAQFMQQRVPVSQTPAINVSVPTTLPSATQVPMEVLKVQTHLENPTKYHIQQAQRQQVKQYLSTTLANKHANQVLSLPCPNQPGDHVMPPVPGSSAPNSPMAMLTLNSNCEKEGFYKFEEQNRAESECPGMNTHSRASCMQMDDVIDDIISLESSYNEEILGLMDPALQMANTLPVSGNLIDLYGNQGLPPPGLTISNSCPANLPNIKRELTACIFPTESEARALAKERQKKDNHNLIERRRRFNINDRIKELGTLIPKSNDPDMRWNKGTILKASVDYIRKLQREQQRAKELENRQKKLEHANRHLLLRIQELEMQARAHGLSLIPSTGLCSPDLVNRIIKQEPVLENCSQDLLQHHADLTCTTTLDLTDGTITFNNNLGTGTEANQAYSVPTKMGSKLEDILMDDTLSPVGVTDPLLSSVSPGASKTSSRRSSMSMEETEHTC
GPR151 activ = human GPR151 activation; PathHunter beta-arrestin GPR151 cells, luminescence; Q8TDV0; activation, % at 11.2 µM; AID 1508602; 650,000 tested, 1% active; in the data active = activation above about 4.9%;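 note: 0% = median of compound wells and 100% = cells with positive control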
Target sequence (Q8TDV0 whole entry, looked up): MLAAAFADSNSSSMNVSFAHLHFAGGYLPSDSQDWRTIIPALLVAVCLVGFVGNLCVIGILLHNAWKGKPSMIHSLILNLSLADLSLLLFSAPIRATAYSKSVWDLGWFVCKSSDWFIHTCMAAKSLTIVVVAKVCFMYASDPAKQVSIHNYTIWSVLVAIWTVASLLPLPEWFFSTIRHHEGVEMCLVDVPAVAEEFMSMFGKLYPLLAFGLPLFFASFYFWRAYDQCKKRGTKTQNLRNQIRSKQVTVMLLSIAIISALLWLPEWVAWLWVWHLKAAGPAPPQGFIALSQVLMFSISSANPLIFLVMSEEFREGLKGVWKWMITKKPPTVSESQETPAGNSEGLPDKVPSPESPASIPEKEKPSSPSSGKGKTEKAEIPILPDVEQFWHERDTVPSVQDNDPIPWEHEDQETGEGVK
Numbers without * were called inactive.

Value order: FBW7 act, TEAD-YAP inh, MITF primary, GPR151 activ
- C=CCOc1c(Br)cc(/C=c2\sc3n(c2=O)C(c2ccc(OC)c(OC)c2)C(C(=O)OCC)=C(C)N=3)cc1OC (stereo not drawn)
    0.1, -23, 10, -0.2
- CCOC(=O)c1nc2ccccc2c(=O)[nH]1
    -0.1, 0, 5, 0.1
- O/N=C/c1cn(-c2ccccc2)nc1-c1cccnc1
    -0.1, 3, -3, 2.3
- Cc1ccc(C)c(NC(=O)CSc2nc3ncccc3[nH]2)c1
    0.4, 11, -7, -0.5
- COC(=O)c1c(NC(=O)c2ccc([N+](=O)[O-])s2)sc2c1CC(C)(C)NC2(C)C
    0.0, 12, 10, -1.0
- CCOC(=O)C1CCCCN1Cc1nc(N2CCOCC2)c2cc(Cl)ccc2n1 (stereo not drawn)
    0.2, -2, 20, 1.7
- N#Cc1ccccc1NC(=S)NC(=O)c1ccco1
    -0.2, -35, 2, -3.1
- Cc1nc2c(=O)[nH]c3ccccc3c2o1
    0.0, 4, 9, -1.0
- CC(=O)c1c(C)[nH]c(C(=O)OCc2nc3ccc(Cl)cc3n2CCO)c1C
    0.0, 10, 4, 0.8
- CC(=O)/C=C/c1cn(C)c2ccccc12
    0.1, -15, 12, -0.3
- CCC(Sc1nc2ncccc2[nH]1)C(=O)Nc1ccccc1F (stereo not drawn)
    0.2, -3, 6, -2.1
- COC(=O)c1c(NC(=O)c2ccc(F)cc2)sc(C)c1C
    0.3, 10, 9, -1.4
- CCCCCCc1c(O)nc(SCCN(CCC)CCC)n(-c2ccccc2)c1=O
    0.1, 2, -8, 2.2
- O=c1[nH]ccc2c(S(=O)(=O)N3CCCNCC3)cccc12
    0.0, -9, 0, 0.1
- Cn1cccc1CC(=O)N/N=C/c1ccc(C(=O)O)cc1
    -0.3, -2, 7, -1.0
- Cc1c(C(=O)Nc2ccc(Cl)cc2)c(Cl)nc(Cl)c1[N+](=O)[O-]
    -0.1, 7, 4, 3.5
- COC(=O)Cn1cc(S(=O)(=O)Nc2cc(C)ccc2C)c2cc([N+](=O)[O-])ccc21
    -0.3, 6, -4, 1.1
- Cc1cccc(C2(c3cccc(C)c3)CC2C(=O)Nc2cccc(Cl)c2)c1 (stereo not drawn)
    -0.2, 6, 5, 2.8
- COc1ccc(CNC(=O)c2nnn(Cc3ccc(Br)cc3)c2N)cc1
    0.6, -17, 12, -0.9
- COc1ccc(CC(=O)OCc2nc3ccccc3s2)cc1OC
    0.2, -56, 10, 0.6
- Cc1cc(C)cc(OCC(O)CN2CCN(c3ccccc3F)CC2)c1 (stereo not drawn)
    -0.2, 7, 2, 1.5
- CCOC(=O)c1c(NC(=O)c2ccc(Br)o2)sc(C(=O)OC)c1C
    0.1, -2, 8, 0.0
- CCOc1ccc(/C=C2/Sc3ccc(C(=O)N4CCCC4)cc3N(C)C2=O)cc1OC
    0.2, -8, 2, -1.1
- COc1ccc(-c2nn(-c3ccccc3)cc2CO)cc1
    0.1, -60, 20, -0.7
- CC1=NN(c2ccc(C)c(C)c2)C(=O)C1
    -0.8, 9, -1, -0.1
- O=S(=O)(NCC1CCCO1)c1cccc2nonc12 (stereo not drawn)
    0.0, 11, 15, -1.6
- CC(=O)Oc1ccc(C(=O)N2CCN(c3cccc(C)c3C)CC2)cc1
    -0.2, 51*, 7, 0.5
- Cc1ccc(Cn2c(C)c(CNC(C)C34CC5CC(CC(C5)C3)C4)c(C(=O)O)c2C)cc1 (stereo not drawn)
    0.1, 24, 17, -1.3
- C=CCNC(=O)COc1ccc(Cl)cc1Cl
    0.0, -9, -5, 1.0
- COCCNC(=O)c1ccc(-c2cccc(Cl)c2)nc1N(C)C
    -0.1, -20, 11, -0.5

Following part.
Value order: FBW7 act, TEAD-YAP inh, MITF primary, GPR151 activ
- Cc1ccc(N2C(=O)CC(N3CCN(C(c4ccccc4)c4ccccc4)CC3)C2=O)cc1Cl (stereo not drawn)
    0.1, 4, 11, 0.9
- CC(C)c1csc(CN2CCCC(CNC(=O)c3cccs3)C2)n1 (stereo not drawn)
    0.1, 24, 6, 6.1*
- CCOC(=O)C1=C(C)N=c2s/c(=C\c3ccc(OC)cc3)c(=O)n2C1c1ccc(N(C)C)cc1 (stereo not drawn)
    -0.2, 0, 10, -0.4
- Cc1cc(NC(=O)CN(c2ccccc2F)S(C)(=O)=O)ccc1Br
    0.0, 5, -14, 0.5
- CC(C)NC(NC(=O)c1ccccc1Cl)C(Cl)(Cl)Cl (stereo not drawn)
    -0.3, 6, -11, -0.6
- CSc1ccccc1NC(=O)c1cc(-c2ccco2)on1
    0.2, -23, -5, 0.6
- O=C1CC(N2CCN(CC3CCCO3)CC2)C(=O)N1Cc1ccccc1 (stereo not drawn)
    -0.1, 4, 75*, 0.9
- O=C(NCc1cccs1)c1ccc2c(=O)n(Cc3ccc4c(c3)OCO4)c(=S)[nH]c2c1
    0.0, 4, 8, -0.1
- COc1ccc(N2CC(NC(=O)Nc3ccc(Br)cc3)CC2=O)cc1OC (stereo not drawn)
    0.0, 9, 4, 0.1
- Cn1c(O)c(N=NC(=O)c2ccccc2N)c2ccccc21
    0.0, 23, 9, -1.8
- O=C(c1ccc(F)cc1)N1CCN(S(=O)(=O)c2ccc(Cl)cc2)CC1
    -0.1, 9, -9, 0.5
- COc1ccc2[nH]c(C)c(CCNS(=O)(=O)c3ccc(Cl)cc3)c2c1
    0.0, -3, -8, 1.5
- O=C(O)c1cccc(-c2ccc(/C=N\NC(=O)C3C(=O)NCC3c3ccccc3)o2)c1 (stereo not drawn)
    0.0, 7, 2, 0.4
- CN(C)c1ccc(/C=N/NC(=O)CNc2ccc3ccccc3c2)o1
    0.0, 10, 15, 0.3
- Cn1c(CNC(=O)c2ccccc2)n[nH]c1=S
    -0.2, -1, 12, 1.4
- COc1ccc(C2C3=C(CCCC3=O)Nc3nc(SC)nn32)c(OC)c1OC (stereo not drawn)
    0.2, 0, 14, -0.2
- CCC(=O)Nc1cc(NC(=O)CSc2nc(N)cc(N)n2)ccc1C
    -0.1, 3, -2, -0.5
- COc1cc(C(=O)N2CC(=O)Nc3ccc(Br)cc3C2c2ccccc2Cl)cc(OC)c1OC (stereo not drawn)
    0.0, 6, 0, 0.2
- COc1ccc(-n2nc(C(=O)NCC(=O)N3CCC(C(N)=O)CC3)c3ccccc3c2=O)cc1
    0.1, -1, 3, -0.2
- O=C(NCc1cccs1)c1ccc(CNS(=O)(=O)c2ccc(F)cc2)cc1
    0.1, -2, 0, -0.3
- O=C(Nc1cccc(Br)c1)c1ccccc1Br
    0.0, -44, 6, -0.1
- CC(C)CNc1nc(NC(C)(C)C)nc(Oc2ccc(=O)[nH]n2)n1
    -0.1, -6, 30, -1.3
- CN=C1SC(CC(=O)Nc2ccccc2F)C(=O)N1C (stereo not drawn)
    0.4, 3, 23, -1.8
- Cc1nc2sc3c(c2c2nnc(SCC(=O)c4ccc(Cl)cc4)n12)CCC3
    0.0, 4, 7, 0.7
- Cc1ccc2cc(CN(C(=O)CCC(=O)N(C)C)C3CC3)c(N(C)C)nc2c1
    -0.1, -8, 13, 1.2
- COC(=O)c1ccc(C2Oc3c(OC)cccc3C3CC(c4ccco4)=NN32)cc1 (stereo not drawn)
    -0.1, -59, 11, -0.9
- COCCCNC(=O)/C=C/c1ccc(Cl)cc1Cl
    -0.2, -27, 0, -0.8
- O=C(C1CC1)N1CCCC1c1nc(-c2ccncc2)n[nH]1 (stereo not drawn)
    -0.1, -1, 4, -0.3
- COc1cc(C(=O)Nc2ccc3oc(-c4cccc5ccccc45)nc3c2)cc(OC)c1OC
    0.2, -4, -7, 0.8
- O=C(Nc1ccccc1)N(CCCN1CCOCC1)Cc1ccccc1
    0.0, 0, -8, -0.8

Further entries follow:
Value order: FBW7 act, TEAD-YAP inh, MITF primary, GPR151 activ
- COCCn1c(C)cc(C(=O)CSc2nc3ccccc3o2)c1C
    -0.2, -29, -13, 0.1
- O=C(CSc1nnc2n(Cc3ccccc3)c3ccccc3n12)N1CCOCC1
    0.0, -10, -4, 1.6
- O=C(Cn1ncc2ccccc2c1=O)NCCn1nc(-c2cccs2)oc1=O
    0.1, 4, 17, -1.4
- Cn1c(=O)c2c(nc(Oc3ccccc3)n2Cc2ccc(F)cc2)n(C)c1=O
    0.0, -6, -18, 3.2
- COc1ccc(C2C=C(c3cccnc3)Nc3nnnn32)c(OC)c1OC (stereo not drawn)
    0.0, 5, -7, -0.7
- CCOc1ccc(/C=N/OCc2ccc(C#N)cc2)cc1OC
    0.7, -5, 15, -1.3
- C=CCOc1c(Br)cc(Br)cc1/C=C(\C#N)c1[nH]nc(N)c1C#N
    0.1, -4, 1, 0.5
- CS(=O)(=O)c1cccc(S(=O)(=O)N2CCC(Cc3ccccc3)CC2)c1
    -0.1, -13, 0, -0.5
- CCCCc1nc2cc(N)c(C)nc2n1Cc1ccc([N+](=O)[O-])cc1
    -0.1, -5, 7, 0.8
- O=S(=O)(c1ccc(Cl)s1)N1CCCC(COCc2ccccc2)C1 (stereo not drawn)
    0.6, -5, 2, 1.8
- COc1ccc(C(=O)/C=C/Nc2ccc(Cl)cc2[N+](=O)[O-])cc1OC
    -0.1, -11, -1, 0.0
- O=C(CN1C(=O)CCC1=O)NCC(c1ccc(F)cc1)N1CCOCC1 (stereo not drawn)
    0.1, 2, 4, 0.9
- COc1cccc(CNC(=O)CCC2CCCN(Cc3cc(C(C)C)n[nH]3)C2)c1 (stereo not drawn)
    0.0, 2, -2, -0.1
- COC(=O)c1ccc(N2C(=O)C3C4c5ccccc5C(C)(c5ccccc54)C3C2=O)cc1 (stereo not drawn)
    0.7, 8, 2, 2.2
- CCN(CC)c1ncnc2sc(C(=O)Nc3ccc(OC)c(OC)c3)c(C)c12
    0.0, -14, -12, 0.5
- Nc1c(C(=O)Nc2ccccc2F)sc2nc3c(cc12)CCCCC3
    0.1, -51, 3, 1.1
- CCSc1nc2ccccc2n1CC(=O)Nc1ccccc1[N+](=O)[O-]
    0.5, -2, 10, 0.1
- COc1ccc(CN(Cc2cc3ccc(C)cc3n3nnnc23)C(=O)c2cnccn2)cc1
    0.0, 4, 0, 0.6
- O=C(c1ccc(Cl)cc1)c1cc(NC(=O)c2cc(Br)cc(Br)c2O)ccc1Oc1ccc(Cl)cc1
    0.1, 1, -12, 9.6*
- CCOc1ccc(C(=O)Cn2c(C)[n+](C)c3ccccc32)cc1
    0.0, 10, 8, 3.9
- Cc1cccc(C)c1NC1=NC(=S)N(c2cccc(Cl)c2)C12CCC(C(C)(C)C)CC2 (stereo not drawn)
    -0.1, -14, -1, -1.0
- COC(=O)C(C)N1C(=O)S/C(=C/c2cc(C)n(-c3cccnc3)c2C)C1=O (stereo not drawn)
    -0.2, 18, -6, -0.4
- O=C(Nc1ccc2oc(-c3ccc(F)cc3Cl)nc2c1)c1ccc([N+](=O)[O-])cc1
    -0.2, 14, 3, 0.5
- O=C(c1ccccc1[N+](=O)[O-])N1CCCCC1
    0.1, -6, 9, 1.4
- Cc1ccc(C2SCC(=O)N2CCN2CCCCC2)cc1 (stereo not drawn)
    -0.3, 6, -8, 1.2
- CCc1ccccc1NS(=O)(=O)c1cn(C)c(=O)n(C)c1=O
    -0.1, 7, 10, 1.4
- Ic1ccc(OCCCn2cnc3ccccc32)cc1
    0.5, -42, 2, -0.4
- CCOC(=O)CCC(=O)N1CCC(Cn2nc(C)cc2C)CC1
    0.5, 3, 18, 0.7
- COc1ccc(C(=O)NCCSc2ccccc2)cc1OC
    -0.1, -32, 3, 2.3
- CCCC(=O)Nc1ccc(Cl)c(Cl)c1
    0.3, 3, 3, 0.4

Entries listed so far with a COOH group:
Value order: FBW7 act, TEAD-YAP inh, MITF primary, GPR151 activ
- Cn1cccc1CC(=O)N/N=C/c1ccc(C(=O)O)cc1
    -0.3, -2, 7, -1.0
- Cc1ccc(Cn2c(C)c(CNC(C)C34CC5CC(CC(C5)C3)C4)c(C(=O)O)c2C)cc1 (stereo not drawn)
    0.1, 24, 17, -1.3
- O=C(O)c1cccc(-c2ccc(/C=N\NC(=O)C3C(=O)NCC3c3ccccc3)o2)c1 (stereo not drawn)
    0.0, 7, 2, 0.4

Back to the main list, repeating the 2 entries before the break.
Value order: FBW7 act, TEAD-YAP inh, MITF primary, GPR151 activ
- COc1ccc(C(=O)NCCSc2ccccc2)cc1OC
    -0.1, -32, 3, 2.3
- CCCC(=O)Nc1ccc(Cl)c(Cl)c1
    0.3, 3, 3, 0.4
- CCCOc1ccc([N+](=O)[O-])cc1C1NC(=S)NC(C)=C1C(=O)OC (stereo not drawn)
    -0.3, 10, 0, -1.6
- CCN1CCN(c2nc(NCc3ccccc3)c3ccccc3n2)CC1
    -0.2, -14, -15, -0.4
- CCN(CC)S(=O)(=O)c1ccc(C(=O)Nc2c3c(nn2-c2ccc(C)cc2C)CSC3)cc1
    0.1, 12, 4, 0.4
- O=[N+]([O-])c1c(N2CCCC2)cc(Cl)c2nonc12
    -0.1, 33*, -2, -1.8
- Cc1ccc(Cl)c2c1N[C@@H](c1ccc(C(=O)O)cc1)[C@H]1CC=C[C@@H]21
    -0.2, 20, -4, 0.0
- O=C1OC(c2cc([N+](=O)[O-])ccc2Cl)=N/C1=C\c1cccc(Cl)c1
    0.2, 7, -3, 0.9
- O=C(Nc1cccc(-c2nc3ccccc3s2)c1)c1ccc(Cl)cc1Cl
    -0.1, -10, 4, -0.5
- COc1ccc(/C=C2\C(=N)N3N=C(S(=O)(=O)CC(C)C)SC3=NC2=O)cc1OC
    0.3, -34, 4, 2.3
- O=C1CCCN1CCCn1c(=O)[nH]c2ccccc2c1=O
    0.0, 6, 8, 0.3
- COc1ccc(CCNC(=O)CSc2nc(O)c(C(C)C)c(=O)[nH]2)cc1OC
    -0.1, 6, 3, -0.4
